FBA Mtb inh: inhibitors of M. tuberculosis fructose-bisphosphate aldolase | 360,000 compounds, 2.3% hits | P9WQA3 | inhibition, % at 1 µM | AID 588726 | purified M. tuberculosis FBA, fluorescence read-out; in the data active means inhibition above about 27%;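 further: 0% = vehicle and 100% = reference inhibitor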
FadD28 FP inh: inhibitors of Mycobacterium tuberculosis FadD28 bisubstrate binding; FadD28 bisubstrate probe binding, fluorescence polarization; inhibition, % at 12.5 µM; 360,000 compounds, 0.22% hits; AID 588549; in the data active means inhibition above about 8.5%, passing the limit was not always enough; inconclusive means no clear call, values can overlap the other calls
Mtb UGM inh: blocks M. tuberculosis UGM enzyme; P9WIQ1; purified UGM, fluorescence polarization probe displacement; inhibition, % at 10 µM; 320,000 compounds, 0.06% hits; AID 504406; in the data active means inhibition above about 10%, passing the limit was not always enough; inconclusive means no clear call, values can overlap the other calls
Vc quorum ag: quorum light induction in luxS cqsA deficient V. cholerae; activation, % at 18.7 µM; V. cholerae BH1578 lux reporter, luminescence, 6 h; 350,000 compounds, 0.16% hits; in the data active means activation mostly above about 9.7%, no sharp cut-off; inconclusive means no clear call, values can overlap the other calls; inactive means mostly below about 3.7%; further: not every result past the cut was called active; inactives centre near 0; reference of the scale not given here
TcdB GH inh: TcdB glycohydrolase inhibition; P18177; TcdB glycohydrolase enzymatic assay, plate reader; inhibition, % at 9.99 µM; 350,000 compounds, 0.24% hits; in the data active means inhibition above about 10%
Target sequence (P18177 whole entry, looked up): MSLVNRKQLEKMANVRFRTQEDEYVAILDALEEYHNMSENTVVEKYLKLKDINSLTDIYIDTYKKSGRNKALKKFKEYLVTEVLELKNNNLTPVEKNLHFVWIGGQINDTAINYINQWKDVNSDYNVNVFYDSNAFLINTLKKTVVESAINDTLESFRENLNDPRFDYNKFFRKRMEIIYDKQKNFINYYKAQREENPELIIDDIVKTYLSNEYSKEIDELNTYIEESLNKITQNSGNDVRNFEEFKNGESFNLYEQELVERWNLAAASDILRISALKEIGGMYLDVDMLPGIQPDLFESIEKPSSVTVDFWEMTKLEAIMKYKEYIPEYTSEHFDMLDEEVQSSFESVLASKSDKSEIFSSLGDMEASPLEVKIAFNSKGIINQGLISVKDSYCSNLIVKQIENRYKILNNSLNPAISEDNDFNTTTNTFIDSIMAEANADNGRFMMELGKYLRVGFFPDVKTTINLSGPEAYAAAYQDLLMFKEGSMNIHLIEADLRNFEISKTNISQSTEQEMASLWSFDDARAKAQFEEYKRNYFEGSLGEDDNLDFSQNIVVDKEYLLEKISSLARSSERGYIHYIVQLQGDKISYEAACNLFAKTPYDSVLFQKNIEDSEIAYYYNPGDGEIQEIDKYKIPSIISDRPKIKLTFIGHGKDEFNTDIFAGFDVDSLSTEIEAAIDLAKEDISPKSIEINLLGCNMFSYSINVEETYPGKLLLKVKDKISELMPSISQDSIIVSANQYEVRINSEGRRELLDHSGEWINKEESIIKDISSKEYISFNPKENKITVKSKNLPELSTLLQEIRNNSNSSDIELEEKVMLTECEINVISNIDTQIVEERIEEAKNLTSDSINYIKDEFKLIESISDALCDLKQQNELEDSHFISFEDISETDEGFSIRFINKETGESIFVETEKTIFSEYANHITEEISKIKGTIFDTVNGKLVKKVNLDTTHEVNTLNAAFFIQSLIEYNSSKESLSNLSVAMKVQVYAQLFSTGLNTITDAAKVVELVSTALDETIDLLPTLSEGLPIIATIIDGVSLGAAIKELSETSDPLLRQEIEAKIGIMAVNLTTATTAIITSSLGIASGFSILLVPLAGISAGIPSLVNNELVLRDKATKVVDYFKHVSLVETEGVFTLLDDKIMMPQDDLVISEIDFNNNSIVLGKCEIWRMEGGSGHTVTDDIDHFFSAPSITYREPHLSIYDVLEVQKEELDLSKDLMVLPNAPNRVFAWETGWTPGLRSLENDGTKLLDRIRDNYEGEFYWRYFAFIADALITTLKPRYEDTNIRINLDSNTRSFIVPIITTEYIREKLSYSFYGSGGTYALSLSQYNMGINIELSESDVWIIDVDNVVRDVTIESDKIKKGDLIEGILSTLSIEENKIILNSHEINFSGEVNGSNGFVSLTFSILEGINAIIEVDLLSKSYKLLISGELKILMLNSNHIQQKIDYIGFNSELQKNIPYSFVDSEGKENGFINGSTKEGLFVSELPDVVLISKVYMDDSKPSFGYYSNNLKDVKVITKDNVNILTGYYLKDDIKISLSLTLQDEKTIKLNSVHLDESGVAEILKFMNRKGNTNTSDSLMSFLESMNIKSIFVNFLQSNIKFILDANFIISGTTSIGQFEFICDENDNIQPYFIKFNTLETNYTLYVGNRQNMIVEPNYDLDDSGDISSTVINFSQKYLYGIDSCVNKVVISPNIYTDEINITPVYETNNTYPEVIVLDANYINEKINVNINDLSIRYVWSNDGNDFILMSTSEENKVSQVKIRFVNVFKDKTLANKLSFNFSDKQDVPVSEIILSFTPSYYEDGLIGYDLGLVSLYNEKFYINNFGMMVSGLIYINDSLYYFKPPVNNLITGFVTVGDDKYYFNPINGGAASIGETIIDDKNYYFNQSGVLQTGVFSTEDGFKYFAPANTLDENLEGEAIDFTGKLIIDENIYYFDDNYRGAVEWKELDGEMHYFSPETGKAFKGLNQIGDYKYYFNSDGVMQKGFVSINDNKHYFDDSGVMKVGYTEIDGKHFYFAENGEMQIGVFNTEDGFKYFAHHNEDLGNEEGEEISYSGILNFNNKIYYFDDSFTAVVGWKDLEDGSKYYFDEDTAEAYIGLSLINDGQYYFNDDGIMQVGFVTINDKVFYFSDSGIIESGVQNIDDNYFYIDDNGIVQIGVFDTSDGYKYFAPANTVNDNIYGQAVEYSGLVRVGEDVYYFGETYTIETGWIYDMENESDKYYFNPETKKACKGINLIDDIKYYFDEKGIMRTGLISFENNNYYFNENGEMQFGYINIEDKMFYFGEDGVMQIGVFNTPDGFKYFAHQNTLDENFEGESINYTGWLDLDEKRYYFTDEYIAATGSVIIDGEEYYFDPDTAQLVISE
Mtb BioA inh: blocks M. tuberculosis BioA enzyme activity | purified M. tuberculosis BioA enzyme, plate reader | inhibition, % at 9.99 µM | 360,000 compounds, 0.096% hits; in the data active means inhibition above about 40%; inconclusive means no clear call, values can overlap the other calls
PfHsp40 rescue: rescue of PfHsp40-mediated yeast toxicity; growth rescue, % at 12.5 µM; 340,000 compounds, 0.68% hits; AID 504582; S. cerevisiae expressing PfHsp40, growth rescue, ATP luminescence; in the data active means growth rescue above about 28%, passing the limit was not always enough; inconclusive means no clear call, values can overlap the other calls;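 further: yeast W303a lacking pdr1 and pdr3 grown in galactose medium; growth measured after three days at 30 °C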
Yp Topo-I inh: inhibitors of Yersinia pestis topoisomerase I; AID 504884; Y. pestis Topo-I cleavage product accumulation, plate reader; 360,000 compounds, 0.064% hits; activity, % at 10 µM; in the data active means activity above about 50%, passing the limit was not always enough; inconclusive means no clear call, values can overlap the other calls; further: inactives centre near 2
GDH-TPI counter: counter-screen for M. tuberculosis FBA inhibitors: GDH-TPI coupled enzymes; GDH-TPI coupled enzyme counterscreen, NADH absorbance; inhibition, % at 4.8 µM; 360,000 compounds, 1.2% hits; AID 588335; in the data active means inhibition above about 30%;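 further: 0% = DMSO wells and 100% = wells lacking the enzyme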
Starred values were filed as active, the others as inactive; i = inactive; ? = inconclusive; . = no result given; + = active, no number; & = joins results of further samples.

SMILES	FBA Mtb inh	FadD28 FP inh	Mtb UGM inh	Vc quorum ag	TcdB GH inh	Mtb BioA inh	PfHsp40 rescue	Yp Topo-I inh	GDH-TPI counter
CC(C)CCN1CCN(CC(c2ccccc2)c2ccccc2)CC1CCO (stereo unspecified)	1	-2.6	2.4	i	-4.5	0.6	-0.6	10	6
CC1(C)N=C(N)N=C(N)N1c1cccc(C(=O)O)c1	5	-3.4	1.8	i	.	-0.8	-1.2	6	-4
CC1CN=C(N(C(=S)Nc2ccccc2)c2cccc(C(F)(F)F)c2)S1 (stereo unspecified)	0	-0.3	-0.8	-0.6	0.5	0.2	.	4	-1
CN(CCC(=O)Nc1ccc2c(c1)OCO2)Cc1ccccc1	-1	-2.5	0.9	i	.	.	-0.7	-11	1
CC(=O)CC(CC(=O)NC1CCCCC1)c1ccccc1 (stereo unspecified)	1	-3.7	0.2	-0.3	1.5	.	-0.4	-10	-3
CC1CCC2(CC1)NC(=O)N(Cc1nnc(-c3cccs3)o1)C2=O (stereo unspecified)	-1	-3.3	-1.6	i	-0.4	.	0.2	3	-10
CCC1CSC(Nc2ccc(C(=O)/C=C/c3ccc(Oc4ccccc4)cc3)cc2)=N1 (stereo unspecified)	-3	-3.6	0.3	-0.4	.	.	-0.5	6	15
CCCCC(NC(=O)COc1cc2c(c3oc(=O)cc(C)c13)CCC(C)(C)O2)C(=O)O (stereo unspecified)	+	-2.1	6.3	i	0.7	-1.7	0.3	-2	26
CCCc1cc(C(=O)Nc2nnc(C)s2)cs1	-3	-2.2	-1.3	-2.8	.	-1.0	1.6	6	3
CN(C)CCCN=c1cc(-c2ccccc2)oc2ccc(Cl)cc12	3	-1.2	.	-0.2	0.7	.	-1.0	-18	8
CC(C)c1ccc(NC2CCCN(C(=O)c3cccc4nccnc34)C2)cc1 (stereo unspecified)	-1	-2.8	-2.2	6.7	1.1	0.4	-1.4	7	-2
COc1ccc(-c2csc(C(C)(O)c3ccncc3)n2)cc1OC (stereo unspecified)	3	-0.2	.	i	1.0	4.6	.	-7	5

Given as a markdown table: entries from further up
| SMILES | FBA Mtb inh | FadD28 FP inh | Mtb UGM inh | Vc quorum ag | TcdB GH inh | Mtb BioA inh | PfHsp40 rescue | Yp Topo-I inh | GDH-TPI counter |
| --- | --- | --- | --- | --- | --- | --- | --- | --- | --- |
| CC(C)CCN1CCN(CC(c2ccccc2)c2ccccc2)CC1CCO (stereo unspecified) | 1 | -2.6 | 2.4 | i | -4.5 | 0.6 | -0.6 | 10 | 6 |
| CC1(C)N=C(N)N=C(N)N1c1cccc(C(=O)O)c1 | 5 | -3.4 | 1.8 | i | . | -0.8 | -1.2 | 6 | -4 |
| CC1CN=C(N(C(=S)Nc2ccccc2)c2cccc(C(F)(F)F)c2)S1 (stereo unspecified) | 0 | -0.3 | -0.8 | -0.6 | 0.5 | 0.2 | . | 4 | -1 |
| CN(CCC(=O)Nc1ccc2c(c1)OCO2)Cc1ccccc1 | -1 | -2.5 | 0.9 | i | . | . | -0.7 | -11 | 1 |
| CC(=O)CC(CC(=O)NC1CCCCC1)c1ccccc1 (stereo unspecified) | 1 | -3.7 | 0.2 | -0.3 | 1.5 | . | -0.4 | -10 | -3 |
| CC1CCC2(CC1)NC(=O)N(Cc1nnc(-c3cccs3)o1)C2=O (stereo unspecified) | -1 | -3.3 | -1.6 | i | -0.4 | . | 0.2 | 3 | -10 |

Remaining list, next part.
SMILES	FBA Mtb inh	FadD28 FP inh	Mtb UGM inh	Vc quorum ag	TcdB GH inh	Mtb BioA inh	PfHsp40 rescue	Yp Topo-I inh	GDH-TPI counter
COc1ccccc1Nc1nc(-c2ccc([N+](=O)[O-])cc2)nc2ccccc12	1	-2.0	3.6	i	.	-1.9	-2.2	3	14
COc1ccc(CNC(=O)C2CCCN(S(=O)(=O)c3ccc4c(c3)C(C)(C)C(=O)N4C)C2)cc1 (stereo unspecified)	-1	-3.8	-0.9	-0.3	-3.8	-0.5	0.2	23	4
CN(Cc1c(F)cccc1Cl)c1nnnn1-c1ccccc1	3	-2.9	?	-0.4	.	3.4	1.1	18	0
CCOCCn1ccc2c(OCC(=O)Nc3ccccc3F)cccc2c1=O	3	-0.4	.	5.9	0.6	-0.4	0.3	0	1
C/C(=N\Nc1ccc(C#N)cc1[N+](=O)[O-])c1ccc(O)cc1	0	-1.3	-1.2	-0.2	-1.6	.	-1.0	-1	12
Cc1c(C(=O)O)[nH]c2c1C(=O)CC(c1ccc(Cl)cc1)C2 (stereo unspecified)	-3	-3.8	-0.4	i	-3.9	2.2	3.6	4	-3
O=C(C1CC(=O)N(c2ccc(Cl)cc2)C1)N1CCN(Cc2ccc3c(c2)OCO3)CC1 (stereo unspecified)	2	-0.7	1.4	-0.3	-0.3	1.0	-1.2	44	4
CC1CC(C)CN(Cc2nc3c(c(=O)n(C)c(=O)n3C)n2CCN2CCOCC2)C1 (stereo unspecified)	0	0.9	5.1	-0.5	.	-1.0	-0.1	-4	-1
Cc1cccc(Cn2c(N3CCN(C)CC3)nc3c2c(=O)n(C)c(=O)n3C)c1	1	0.8	1.2	i	2.3	-0.3	16	8	0
C[C@H](CO)N1C[C@H](C)[C@@H](CN(C)C(=O)c2cccnc2)Oc2ncc(Br)cc2C1=O	-1	0.7	.	-3.1	0.4&-2.6&-0.1	2.5&2.0&2.6	.	-2	1
OCC(O)CSc1nc(-c2ccccc2)nc2c1CCC2 (stereo unspecified)	0	-1.6	3.2	-0.4	1.3	3.1	-0.3	-1	2
COCCNC(=S)Nc1ccc2[nH]c(=O)[nH]c2c1	1	-2.1	0.9	3.7	-0.1	.	0.2	2	6
O=C(COc1ccc(-c2ccccc2)cc1)N/N=C/c1cc(O)ccc1Br	1	-3.0	0.9	0.3	1.5	.	1.4	1	10
CCOC(=O)C1(C)NC(c2cccc(C)c2)C2C(=O)N(c3ccccc3)C(=O)C21 (stereo unspecified)	1	0.2	0.5	i	0.4	-5.8	-1.8	-1	4
Cc1ccc(Cn2ncc3c(N4CCN(C5CCCC5)CC4)ncnc32)cc1	-1	-3.2	-0.1	0.1	1.0	.	-1.9	24	1
CC1(c2ccc(Cl)cc2Cl)NC(=O)N(CC(=O)NC2CCCCC2)C1=O (stereo unspecified)	0	-2.7	2.4	-1.6	-0.8	-0.6	0.4	4	-7
COP(=O)(OC)c1nc(-c2cccc3ccccc23)oc1NCc1ccccc1	192*	-2.6	-0.4	i	.	-1.3	0.4	-6	16
CSc1ccccc1NC(=O)CN(C)C(=O)CNC(=O)c1ccc(Oc2ccccc2)cc1	-2	-2.0	.	i	0.6	-2.2	.	34	-4
COc1cccc(CNC(=O)CN(C)S(=O)(=O)c2ccc3c(c2)c(=O)n(C)c(=O)n3C)c1	1	1.3	-0.6	-0.2	-0.3	-2.4	0.4	-10	8
COc1ccc(CCC(=O)Nc2nc3ccccc3[nH]2)cc1OC	-5	-1.6	1.3	i	.	.	-0.4	-5	0
O=C(NCc1ccc2c(c1)OCO2)C1CCCN1C(=O)Nc1ccccc1 (stereo unspecified)	1	-0.7	-0.7	-0.4	0.3	-2.7	7.0	-3	1
COc1ccc(C(=O)N2CCN=C2SC)cc1	3	-2.7	2.5	3.1	1.0	.	-1.6	2	1
O=C(COc1ccc(Cl)cc1Cl)NC(=S)Nc1ccc(CN2CCOCC2)cc1	4	0.6	0.1	i	2.1	-1.0	.	1	1
CCc1nc2nc(C)c(NS(=O)(=O)c3ccc(Cl)s3)c(=O)n2[nH]1	0	-1.7	0.1	-0.2	1.2	-0.2	0.0	-6	-3
CCOc1ccc(S(=O)(=O)N(CC(=O)Nc2cccnc2)c2ccc(F)cc2)cc1	3	-0.3	0.6	-0.1	-0.4	-1.9	0.4	-6	11
COc1ccc(O)c(C(=O)c2cnn(-c3ccccc3)c2)c1	4	-2.3	2.0	-0.2	0.7	1.0	2.1	-1	9
Cc1ccc(C(=O)N/C(=C/c2cccs2)C(=O)NCCCn2ccnc2)cc1	0	-4.4	0.3	-0.4	0.8	.	3.1	-2	10
O=C(COc1ccc(Cl)cc1Cl)N/N=C/CCc1ccccc1	-3	-4.2	0.1	-3.6	.	0.9	-0.4	7	3
OC(CNCc1ccncc1)c1ccccc1 (stereo unspecified)	-2	-2.3	-1.0	i	0.9	-1.2	0.2	-5	-5
COCCNC(=O)Cn1cc(C=C2C(=O)NC(=O)NC2=O)c2ccccc21	-3	-0.4	42*	i	1.1	-1.1	-2.0	-1	11
COc1ccc(Cl)cc1NC(=O)CN(C)CC(=O)Nc1c(C)n(C)n(-c2ccccc2)c1=O	2	-0.3	0.9	2.1	0.7	-0.5	0.1	8	6
O=C1c2cccc3cccc(c23)C(=O)N1OS(=O)(=O)c1ccc(Br)cc1	5	-2.6	1.1	0.1	-0.2	.	-0.4	-4	4
COc1ccc(-c2nc(CN3CCC(C(=O)N4CCOCC4)CC3)c(C)o2)c(OC)c1	2	0.6	-0.6	0.5	-0.3	1.1	0.8	11	4
CCOCCCNC(=O)C(Cc1ccccc1)NS(=O)(=O)c1ccc2c(c1)c(=O)n(C)c(=O)n2C (stereo unspecified)	9	-1.3	3.7	-1.7	0.5	.	1.3	-1	-2
CCNC(=O)C1(C)CCCN(C(=O)c2ccc3ccccc3n2)C1 (stereo unspecified)	1	-0.7	.	-0.5	-1.7	-0.7	.	7	6
O=C(Cc1coc(-c2ccc(F)cc2)n1)NC1CCCCC1	1	-3.6	-1.7	0.3	.	0.5	-0.4	5	-9
COc1cc(-c2ccc(=O)[nH]n2)ccc1OC(F)F	4	-1.0	0.4	-0.4	1.2	-2.8	43*	-5	10
CC[C@@H]1C=C(C(=O)O)[C@H](c2ccc(Cl)cc2)N1S(=O)(=O)c1ccc(C)cc1	0	-1.2	.	-0.6	-3.1	-1.3	-0.8	3	-6
N#C/C(=C\c1cccnc1)c1nc2ccccc2[nH]1	0	0.0	-1.6	i	1.9	34	.	2	12
COc1ccc(C(=O)CN(Cc2ccccc2)C2=NCCS2)cc1	2	-1.0	0.0	0.6	.	.	-1.7	3	-2
C[n+]1nc(Nc2ccccc2)sc1-c1ccc(O)cc1	2	-0.3	2.9	2.7	1.2	-1.6	-1.4	-4	1
Nc1nc(CCOc2ccc(F)cc2)cs1	4	-1.6	.	-0.7	11*	.	1.1	1	3
OC1CCN(Cc2cccc3ccccc23)CC1	-1	-0.7	-0.6	-5.3	0.8	0.0	-1.8	2	-5
O=C(Nc1cccc(-c2ccc(N3CCOCC3)nn2)c1)c1ccccc1Cl	-2	-6.8	-6.3	14	-0.1	1.0	-0.8	10	1
CC(CC(=O)Nc1ccc(-c2ccno2)cc1)n1cccn1 (stereo unspecified)	0	-1.1	-1.7	4.2	-1.3	0.4	-0.6	-1	-8
N#Cc1cccc(NC(=O)CC2CCCC2)c1	2	-4.5	-0.6	i	0.9	0.1	-1.2	1	-8
COc1ccc(/C=N/NC(=O)c2cccc(NC(C)=O)c2)c(C(=O)O)c1OC	2	-2.1	-1.6	i	0.4	0.5	0.1	-4	17
CCOC(=O)CC1C(=O)NCCN1S(=O)(=O)c1ccccc1 (stereo unspecified)	2	-1.4	0.4	-0.3	0.8	.	2.4	-4	6
O=C(COC(=O)c1cccc(-n2cnnn2)c1)c1ccc(F)c(F)c1	-2	-2.2	.	1.2	1.1	0.1	.	-1	1
Cc1nn2c(C)c(C(=O)Nc3ccccc3)cnc2c1C#N	0	-0.9	-0.2	i	-0.6	0.9	-1.4	10	12
Cc1ccc([C@H]2C[C@@H](O)[C@H](n3cc(-c4ccc(F)cc4)nn3)CN2Cc2cccs2)cc1	0	-1.6	.	i	-0.3	0.5	.	8	-13
O=C(O)CCC(=O)Nc1ccccc1C(=O)NC1CCCCC1	7	-1.0	-4.9	-0.6	.	-0.6	-0.6	3	0
Cc1cc2c(cc1S(=O)(=O)N1CCN(c3ccccc3F)CC1)OCC(=O)N2	2	-2.4	-0.9	i	0.1	-0.8	-1.3	5	-6
COc1ccc(NC(=O)c2c(C)nn(Cc3ccccc3)c2Cl)cc1S(=O)(=O)N1CCOCC1	2	-0.3	0.3	-0.2	1.9	4.3	0.7	16	3

Source: PubChem (several laboratories)
